GPR7 antagonist = human neuropeptides B/W receptor 1 antagonism; GPR7-expressing cells, fluorescence antagonist assay; inhibition, % at 4.4 µM; 290,000 compounds, 1.1% hits; AID 1861; in the data active means inhibition above about 16%, passing the limit was not always enough;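 further: cells stimulated with the agonist NPW; 0% = agonist with vehicle and 100% = vehicle without agonist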
Target sequence (P48145 whole entry, looked up): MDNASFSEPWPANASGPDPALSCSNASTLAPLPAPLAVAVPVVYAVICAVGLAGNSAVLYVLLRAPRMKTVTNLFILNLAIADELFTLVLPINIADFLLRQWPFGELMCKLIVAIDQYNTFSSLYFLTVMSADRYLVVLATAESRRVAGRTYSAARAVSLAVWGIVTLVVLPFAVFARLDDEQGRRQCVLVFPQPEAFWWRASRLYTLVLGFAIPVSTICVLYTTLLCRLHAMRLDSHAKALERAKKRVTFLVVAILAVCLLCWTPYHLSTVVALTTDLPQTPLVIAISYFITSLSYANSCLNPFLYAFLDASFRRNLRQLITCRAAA
DNA FID counter = fluorescent intercalator displacement, NS3 helicase counter-screen | DNA fluorescent intercalator displacement, fluorescence | inhibition, % at 7.9 µM | 290,000 compounds, 0.17% hits; in the data active means inhibition above about 37%;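 further: 0% = vehicle and 100% = reference compound; higher means more ethidium bromide displaced from hairpin DNA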
MEKK2 mut-MEK5 = signal of MEK5 binding to mutant human MEKK2 PB1 domain | bead flow cytometry, Alexa488-MEK5 binding to MEKK2 mutant | percent response, % at 10 µM | 290,000 compounds, 0.35% hits | AID 1530; in the data active means percent response above about 24%, passing the limit was not always enough; further: inactives centre near 1; some results filed as inactive read as strong as hits; reference of the scale not given here
OXTR agonist = activates the human oxytocin receptor. activation, % at 3 µM. 320,000 compounds, 0.32% hits. CHO-OTR cells, Fluo-8 calcium fluorescence; normalized: DMSO 0%, oxytocin 100%. AID 2435;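 active means activation above the mean of all tested compounds plus 3 SD, cutoff set per screening run, cut at about 20% in these data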;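 further: peak over basal fluorescence ratio from a 100 s FLIPR kinetic read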
MEKK3 PB1 HTS = raises or lowers MEK5 binding to the human MEKK3 PB1 domain. 290,000 compounds, 1.4% hits. Q99759. bead-based flow cytometry, Alexa488-MEK5 binding to MEKK3; actives lie on both sides; 0 = blocked by unlabeled MEK5, 100 = vehicle. AID 1529. binding response (% of control), % at 10 µM;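 active means binding response more than 3 SD above or below the average of its plate-row segment, actives on both sides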;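 further: Alexa488 bead fluorescence after subtracting the streptavidin-only scavenger bead signal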
PHOSPHO1 inh = blocks human PHOSPHO1 phosphatase activity. AID 1565. recombinant PHOSPHO1, absorbance phosphatase assay. inhibition, % at 13.3 µM. 290,000 compounds, 1.1% hits; in the data active means inhibition above about 60%
Target sequence (Q8TCT1 whole entry, looked up): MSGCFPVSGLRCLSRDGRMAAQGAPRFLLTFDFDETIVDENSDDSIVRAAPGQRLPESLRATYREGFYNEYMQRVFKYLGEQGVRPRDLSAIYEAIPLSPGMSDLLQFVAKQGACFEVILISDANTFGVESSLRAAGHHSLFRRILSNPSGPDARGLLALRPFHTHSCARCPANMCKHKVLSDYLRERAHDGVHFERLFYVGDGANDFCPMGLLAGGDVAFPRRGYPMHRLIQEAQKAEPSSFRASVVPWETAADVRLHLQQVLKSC
M18AAP inhibitor = PfM18AAP enzyme inhibition; recombinant PfM18AAP, H-Glu-NHMec fluorogenic cleavage; inhibition, % at 7.35 µM; 290,000 compounds, 1.2% hits; AID 1822;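 active means inhibition above the campaign mean inhibition over all tested compounds plus 3 SD, cut at about 28% in these data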;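 further: 0% = plate median of test compound wells and 100% = 2 mM ZnCl2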
MEKK2 WT-MEK5 = raises or lowers MEK5 binding to wildtype human MEKK2 PB1 domain | bead flow cytometry, Alexa488-MEK5 binding to MEKK2 WT; actives lie on both sides | binding response (% of control), % at 10 µM | 290,000 compounds, 1.1% hits; in the data active means binding response below about 67% or above about 130%
NALP1 yeast inh = inhibitors of NALP1 inflammasome in yeast; S. cerevisiae NALP1/ASC/caspase-1 growth, X-gal OD620, 72 h; inhibition, % at 10 µM; 280,000 compounds, 0.61% hits; AID 2071; in the data active means inhibition mostly above about 24%, no sharp cut-off; inactive means mostly below about 32%; further: some compounds called inactive have numbers as strong as hits
Active calls of the source: *; · = not tested or not shown; [ ] = dose if it differs, or a comment.

SMILES	GPR7 antagonist	DNA FID counter	MEKK2 mut-MEK5	OXTR agonist	MEKK3 PB1 HTS	PHOSPHO1 inh	M18AAP inhibitor	MEKK2 WT-MEK5	NALP1 yeast inh
Cc1ccc(Cc2c(C)c(C#N)c3[nH]c4ccccc4n3c2=O)cc1	-18	0	4	4.9	102	34	-2	101	3
COc1ccc(-n2c(SCC(=O)Nc3ccccc3OC)nc(O)cc2=O)cc1	-3	-11	12	-0.7	121	32	-23	114	·
COc1ccc(C2C(C(C)=O)=C(O)C(=O)N2Cc2ccccc2)c(OC)c1 (stereo unspecified)	11	-32	7	0.7	103	23	8	114	15
CNC(=S)NC1CC2CCCC(C1)N2Cc1ccco1 (stereo unspecified)	-3	-1	-2	0.1	103	29	-2	100	28
CCOC(=O)C1(CC2CCCCO2)CCN(Cc2ccc(OC)cc2F)CC1 (stereo unspecified)	-14	6	10	1.0	102	37	-1	104	14
Cc1ccc(OCC(=O)Nc2ccc(N3CCN(C(=O)c4ccco4)CC3)cc2)cc1C	2	-25	-10	7.5	101	45	-10	87	9
CC1CN(C2=N/C(=C/c3ccc4c(c3)OCO4)C(=O)N2)CC(C)O1 (stereo unspecified)	-14	-8	7	-0.8	107	40	7	105	12
O=C(/C=C/c1cccc(F)c1)N(c1ccccn1)C1CCCCC1	-1	-12	0	-2.2	96	-4	-8	92	30
Cc1cc(Cl)ccc1OCC(=O)n1cc(C(=O)c2cc(Cl)ccc2O)cn1	1	0	-1	0.5	118	-10	30*	109	0
CC(C)(C)OC(=O)[C@H](Cc1ccccc1)NC(=O)c1[nH]cnc1C(=O)Nc1ccc(Cl)cc1	·	·	-8	1.4	95	16	·	90	·
CC(=O)NC(Cc1ccc(F)cc1)C(=O)NC1CCN(C(=O)Nc2ccc(F)cc2)CC1 (stereo unspecified)	5	-13	4	0.4	103	19	2	103	12
O=S(=O)(Nc1ccc2c(c1)OCCO2)c1cnc[nH]1	-7	2	4	0.1	109	20	1	108	1
COc1ccc2c(c1)C(c1ccc(C)o1)=NNC(c1ccccc1)=N2	1	-6	-7	-0.3	109	33	-3	100	8
Cc1cc(C)cc(NC(=S)N2CCC(c3nc4ccccc4s3)CC2)c1	-2	-2	1	-1.9	102	36	-3	98	-2
O=c1[nH]cc(N=Cc2cc(Cl)cc(Cl)c2O)c(=O)[nH]1	4	2	0	1.1	102	24	-4	100	19
COc1ccc(C(CNc2ccc(S(C)(=O)=O)cc2[N+](=O)[O-])N(C)C)cc1OC (stereo unspecified)	0	4	12	-0.1	105	3	4	107	13
O=C(CC1Sc2ncnn2C1=O)Nc1ccc(Br)cc1 (stereo unspecified)	9	-12	6	-0.1	105	42	37*	108	85*
CCCCC(=O)Nc1ccc(NC(=O)C(C)C)cn1	-13	1	3	0.4	104	9	-4	104	-22
Cc1coc2c(C)c3oc(=O)c(CCC(=O)N4CCC(C(=O)NCCCC(=O)O)(c5ccccc5)CC4)c(C)c3cc12	-3	-33	2	-0.4	100	9	3	103	-11
O=C(O)CC(CC(=O)O)(C(=O)O)c1ccccc1	-7	2	14	1.9	104	24	7	98	-20

Molecules above with sulfur, in the order listed:
SMILES	GPR7 antagonist	DNA FID counter	MEKK2 mut-MEK5	OXTR agonist	MEKK3 PB1 HTS	PHOSPHO1 inh	M18AAP inhibitor	MEKK2 WT-MEK5	NALP1 yeast inh
COc1ccc(-n2c(SCC(=O)Nc3ccccc3OC)nc(O)cc2=O)cc1	-3	-11	12	-0.7	121	32	-23	114	·
CNC(=S)NC1CC2CCCC(C1)N2Cc1ccco1 (stereo unspecified)	-3	-1	-2	0.1	103	29	-2	100	28
O=S(=O)(Nc1ccc2c(c1)OCCO2)c1cnc[nH]1	-7	2	4	0.1	109	20	1	108	1
Cc1cc(C)cc(NC(=S)N2CCC(c3nc4ccccc4s3)CC2)c1	-2	-2	1	-1.9	102	36	-3	98	-2
COc1ccc(C(CNc2ccc(S(C)(=O)=O)cc2[N+](=O)[O-])N(C)C)cc1OC (stereo unspecified)	0	4	12	-0.1	105	3	4	107	13
O=C(CC1Sc2ncnn2C1=O)Nc1ccc(Br)cc1 (stereo unspecified)	9	-12	6	-0.1	105	42	37*	108	85*

Remaining list, next part
SMILES	GPR7 antagonist	DNA FID counter	MEKK2 mut-MEK5	OXTR agonist	MEKK3 PB1 HTS	PHOSPHO1 inh	M18AAP inhibitor	MEKK2 WT-MEK5	NALP1 yeast inh
CCOC(=O)c1c(CN2CCOCC2)n(-c2ccccc2)c2cc(Br)c(O)cc12	-4	-25	-2	-0.9	102	20	8	98	-15
Cc1c(NC(=O)c2ncn[nH]2)cccc1-c1nc2ccccc2s1	-7	-2	2	0.3	120	6	1	107	16
C=CCNC(=O)NC(=O)COC(=O)CNS(=O)(=O)c1ccc(F)c(F)c1F	-13	0	-3	-1.8	98	11	-3	95	4
CCN1CCN(c2cc(N3CCN(C(=O)c4ccco4)CC3)c3c4c(onc24)-c2ccccc2C3=O)CC1	6	21	-1	0.5	78*[inhibitor]	-8	22	86	8
CC1CCCC(C)N1S(=O)(=O)c1ccc(NC(=O)CNCC2CCCO2)cc1 (stereo unspecified)	-7	-2	4	2.1	101	19	3	102	5
CCn1c(SCC(=O)Nc2ccc3c(c2)n(C)c(=O)n3C)nnc1-c1ccncc1	-14	-21	-1	0.3	99	35	-3	101	9
O=C(COC(=O)c1ccccc1NC(=O)c1ccco1)Nc1ccc2c(c1)OC(F)(F)O2	3	0	2	-0.9	104	-12	4	120	6
O=C(COC(=O)/C=C/c1cccs1)Nc1nc(-c2ccccc2)cs1	6	-2	-1	1.9	107	15	-4	110	63*
CN1CCN(S(=O)(=O)c2cccc(S(=O)(=O)c3cccc(S(=O)(=O)N4CCN(C)CC4)c3)c2)CC1	3	7	-1	0.5	99	4	-17	105	10
COC(=O)c1ccc(C(=O)OC)c(NC(=O)CN(c2ccc3c(c2)OCO3)S(C)(=O)=O)c1	0	-5	5	-0.9	106	-1	-1	106	-1
Cc1c(Cl)cccc1NC(=O)CSc1ccc(-c2cccnc2)nn1	3	-8	-13	1.6	74	-5	3	67	-2
CC#CCNCc1ccccc1	-2	-2	-3	0.8	95	14	-6	90	1
COC(=O)C1=C(CCc2ccccc2)NC(=O)NC1c1ccc(Cl)cc1 (stereo unspecified)	·	·	7	-1.0	105	·	·	100	·
O=c1[nH]n(-c2cccc(Cl)c2)c2ncccc12	-4	1	-2	0.3	95	-32	2	98	-10
COCC(=O)N1CCC(Oc2ccc(C(=O)NCCc3ncccc3C)cc2)CC1	6	-17	2	9.5	99	38	-1	96	8
COc1ccc(Oc2ccc(NC(=O)c3ccccc3C)cc2)cc1	9	-11	-5	-2.0	95	-16	-14	91	3
O=C(O)c1ccccc1C(=O)Nc1ccc(S(=O)(=O)Nc2ccc(F)cc2)cc1	18	-3	4	3.5	105	22	-1	103	9
NC(=O)CSc1nnc(-c2ccc(S(=O)(=O)N3CCCC3)cc2)n1CC1CCCO1 (stereo unspecified)	10	-3	-1	0.4	92	-16	0	91	-2
O=C(Cc1ccc(-n2cccc2)cc1)NCc1ccccc1Cl	3	-10	-2	-2.8	95	7	3	100	41
CCCNC(=O)c1c(CSc2ccc(Cl)cc2)noc1C(=O)NCc1ccccc1	·	·	1	5.5	106	·	·	108	·

Entries of single compounds, quoted from the list. Order of values: GPR7 antagonist, DNA FID counter, MEKK2 mut-MEK5, OXTR agonist, MEKK3 PB1 HTS, PHOSPHO1 inh, M18AAP inhibitor, MEKK2 WT-MEK5, NALP1 yeast inh
COCC(=O)N1CCC(Oc2ccc(C(=O)NCCc3ncccc3C)cc2)CC1 in the list: 6, -17, 2, 9.5, 99, 38, -1, 96, 8
CCn1c(SCC(=O)Nc2ccc3c(c2)n(C)c(=O)n3C)nnc1-c1ccncc1 in the list: -14, -21, -1, 0.3, 99, 35, -3, 101, 9

Other entries follow.
SMILES	GPR7 antagonist	DNA FID counter	MEKK2 mut-MEK5	OXTR agonist	MEKK3 PB1 HTS	PHOSPHO1 inh	M18AAP inhibitor	MEKK2 WT-MEK5	NALP1 yeast inh
Cc1cc(C)cc(C(=O)NC(=S)Nc2cccnc2)c1	4	-22	2	-1.8	100	-22	10	104	12
CCC(C(=O)NCc1ccc(F)cc1)N(Cc1ccco1)C(=O)c1snc(C(N)=O)c1N (stereo unspecified)	-4	-19	4	0.8	103	-2	7	100	6
Cc1c(C=O)c2ccccn2c1C(=O)c1ccccc1	-6	-8	3	-2.3	104	14	10	105	19
OCCNc1nc2ccccc2n1-c1ncnc2sc3c(c12)CCC3	-6	11	·	·	·	3	-7	·	14
O=C(NNc1ccccc1)C(=O)N1CCCCC1	-11	-8	11	0.7	100	-9	0	103	17

Bioassay records: PubChem, several laboratories
